Bfl-1 displacement: displacement of Bid BH3 peptide from Bfl-1 – biochemical, fluorescence polarization, FITC-Bid, mouse, primary screen (AID 432). FITC-Bid BH3 peptide fluorescence polarization displacement; higher % means a stronger effect. displacement, % at 20 µM, or IC50 in µM where a hit was titrated. actives 0.02% (n = 64,000); in the data active = a potency from the dose series; inactive = the rest, 99 in 100 with displacement below about 15%; also: strong numbers were not always called active
Spn PMK inh: blocks S. pneumoniae phosphomevalonate kinase; purified PMK, PK/LDH-coupled NADH absorbance 340 nm; inhibition, % at 10 µM; actives 0.49% (n = 65,000); AID 539;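 active = top-ranked compounds by inhibition in the single 10 µM screen, taking a fixed number of the strongest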;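 also: 0% = full reaction with DMSO carrier and 100% = background rate without enzyme reaction; no value below 0 was filed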
HPDE-C7 cytotoxicity: cytotoxicity in HPDE-C7 cells, cell-based, fluorescence, HTS (AID 430). one-dose cytotoxicity, % at 10 µM; EC50 in µM for titrated hits. actives 1.8% (n = 63,000). HPDE-C7 pancreatic duct cells viability, fluorescence; higher % means a stronger effect;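 also: cells exposed to compound for 48 hours before viability readout; 0% = vehicle and 100% = reference cytotoxic drug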
LYP phosphatase: inhibition of human PTPN22 tyrosine phosphatase – biochemical, DiFMUP fluorescence, recombinant catalytic domain, 10 µM, primary screen (AID 606); inhibition, % at 10 µM; hits with a dose series show IC50 in µM; 52,000 tested, under 10 active; recombinant LYP catalytic domain, DiFMUP fluorescence; higher % means a stronger effect;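 active = IC50 under 40 µM in the dose-response test; inactive = IC50 of 40 µM or more, or never dose-tested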
HT1080 cytotoxicity: HT1080 cell viability loss – fluorescence readout (AID 620) | cytotoxicity, % at 10 µM; hits with a dose series show EC50 in µM | actives 0.42% (n = 87,000) | HT1080 viability, fluorescence; higher % means a stronger effect;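 also: cells exposed to compound overnight then 4 h with Alamar Blue; 0% = vehicle DMSO and 100% = killing control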
Alkaline phosphatase: inhibition of tissue-nonspecific alkaline phosphatase – biochemical, luminescent (AID 518). purified TNAP enzyme, luminescent substrate readout; higher % means a stronger effect. actives 0.09% (n = 64,000). inhibition, % at 20 µM, or IC50 in µM where a hit was titrated; in the data active = a potency from the dose series; inactive = the rest, 99 in 100 with inhibition below about 22%;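 also: plate controls were vehicle for no effect and reference inhibitor for full effect; many of its hits are not listed in these tables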
DPM-DC inhibit: blocks S. pneumoniae diphosphomevalonate decarboxylase; purified DPM-DC, PK/LDH coupled NADH fluorescence; calls only at 10 µM; actives 0.49% (n = 65,000); AID 556;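 active = the 320 compounds with the highest percent inhibition in the single-dose primary screen, excluding strongly autofluorescent ones, cut at about 32% in these data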;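 also: kinetic rate of NADH fluorescence loss reporting ADP formed by the decarboxylase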
Spn MK inh: blocks S. pneumoniae mevalonate kinase. purified MK, PK/LDH-coupled NADH absorbance 340 nm. inhibition, % at 10 µM. actives 0.48% (n = 65,000);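 active = ranked among the strongest by inhibition in the single 10 µM screen, a fixed top-ranked set picked for dose follow-up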; also: no value below 0 was filed
KRASV12 cytotoxicity: cytotoxicity in KRAS-transformed pancreatic duct cells, primary screen, cell-based, fluorescence, HTS (AID 431); actives 1.7% (n = 63,000); HPDE-C7K KRASV12 cells, Alamar Blue viability, 48 h; higher % means a stronger effect; cytotoxicity, % at 10 µM; hits with a dose series show EC50 in µM;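 active = compounds whose percent cytotoxicity in the single-dose primary screen, scaled between solvent and toxic-drug controls, exceeds 50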;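 also: 0% = DMSO solvent wells and 100% = doxorubicin-treated wells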
Spn PMK inh pilot replicates: recorded beside Spn PMK inh, whose call it bears; inhibition, %; measured here: pilot screen replicates
Spn MK inh pilot replicates: recorded beside Spn MK inh, whose call it bears; inhibition, %; measured here: pilot screen replicates
DPM-DC inhibit pilot screen %: second read-out of DPM-DC inhibit, no call of its own (marks repeat the call); inhibition, %; measured here: pilot screen trials
Numbers without * were called inactive; i = inactive; / = not tested or not shown. Rule as the data show it, unless noted: active = cytotoxicity above about 50%; inactive = the rest.

SMILES	Bfl-1 displacement	Spn PMK inh	HPDE-C7 cytotoxicity	LYP phosphatase	HT1080 cytotoxicity	Alkaline phosphatase	DPM-DC inhibit	Spn MK inh	KRASV12 cytotoxicity	others
CCn1c(C)c(CCC(=O)O)c(=O)n2nc(-c3ccccc3OC)cc12	6%	11	6%	-12%	-11%	19%	/	6	7%	Spn PMK inh pilot replicates=0.0;Spn MK inh pilot replicates=0.5
Cc1nc2cc(C(=O)O)ccc2n1-c1ccc(F)cc1F	-4%	12	-5%	7%	-6%	20%	i	1	3%	Spn PMK inh pilot replicates=0.0;Spn MK inh pilot replicates=0.0;DPM-DC inhibit pilot screen %=2.0
CN(CCOc1ccc(Cl)cc1)c1ccc(S(=O)(=O)N2CCCCC2)cn1	1%	12	3%	1%	10%	8%	i	2	10%
CCN(CC)CCNC(=O)CS(=O)Cc1nc(-c2ccc(Cl)cc2)oc1C (stereo unspecified)	3%	7	4%	/	2%	-1%	i	5	1%
CCNC(=O)NC(=O)COC(=O)CCCSc1nc2ccccc2[nH]1	-7%	6	3%	12%	6%	8%	i	6	-8%
COc1ccc2c(c1)c1ccccc1n2C	8%	4	/	-8%	3%	11%	i	9	/
Nc1nnc(SCc2cccnc2)s1	-5%	4	5%	12%	4%	4%	i	2	0%
Cn1cccc1Cc1nnc(SCC(=O)N2CCCCCC2)n1-c1ccc(F)cc1	0%	2	-16%	-9%	1%	6%	i	1	1%
CCn1c(=O)c(-[n+]2ccccc2)c(O)c2ccccc21	-3%	14	4%	4%	-2%	9%	i	12	4%
CCCS(=O)(=O)N1CCN(C(=O)COc2ccc(-c3ccccc3)cc2)CC1	-4%	10	6%	5%	-5%	4%	i	2	8%
N#Cc1c2c(c(N3CCN(c4ccccn4)CC3)n3c1nc1ccccc13)CCC2	5%	0	-8%	4%	-2%	3%	i	5	-8%
O=C(O)c1ccc(OC(F)(F)C(F)C(F)(F)F)cc1 (stereo unspecified)	0%	6	-5%	-1%	0%	2%	i	10	-2%
Cc1cc2cc(CN(C(=O)C3CC3)C3CCCC3)c3nnnn3c2cc1C	-5%	19	-22%	12%	-10%	7%	i	0	-16%
Cc1oc(-c2ccc(Cl)cc2)nc1CN1CCC(C(=O)N2CCc3ccccc3C2)CC1	-1%	8	17%	6%	-10%	2%	i	1	4%
Cc1ccc(C2CC(c3ccccc3Cl)n3nc(N)nc3N2)cc1 (stereo unspecified)	0%	15	-2%	1%	11%	-5%	i	8	2%
CCn1cc(C(=O)N2CCN(Cc3ccc4c(c3)OCO4)CC2)c2cc(OC)c(OC)cc2c1=O	5%	24	4%	/	/	6%	i	5	7%
Cc1cccn2c(=O)c3cc(C(N)=S)c(=N)n(CCCOC(C)C)c3nc12	1%	2	22%	-13%	2%	23%	i	0	16%
Cc1cccc(NC(=O)c2cc3ccccc3c(=O)o2)n1	-6%	12	-11%	-4%	15%	6%	i	7	-10%
O=C(NCc1ccco1)c1cc(-c2ccc(F)cc2)on1	2%	11	2%	8%	3%	2%	i	0	-5%
COc1cc2[nH]c(=O)n(CCC(=O)NCc3cccnc3)c(=O)c2cc1OC	-3%	2	1%	/	-4%	12%	i	1	0%
CC(C)OCCCNC(=O)C1CC(=O)N(C2CCCCCCC2)C1 (stereo unspecified)	-4%	14	-2%	/	9%	3%	i	9	-6%
CC(=O)c1ccc(OCC(O)CN2CCN(Cc3ccccc3)CC2)cc1 (stereo unspecified)	-3%	11	-27%	4%	-5%	0%	i	9	-21%
O=C(NC(C(=O)c1ccccc1)N1CCOCC1)c1cccs1 (stereo unspecified)	2%	6	-7%	/	-4%	11%	i	1	-6%	Spn PMK inh pilot replicates=0.0;Spn MK inh pilot replicates=0.0;DPM-DC inhibit pilot screen %=0.0
CCCOC(=O)c1ccc2c(c1)C(=O)N(c1ccccc1)C2=O	-4%	3	12%	/	2%	3%	i	5	10%
O=C(CSc1nnc(CNC(=O)c2ccccc2F)o1)Nc1ccc2c(c1)OCCO2	-11%	0	1%	10%	/	7%	i	5	-2%
CCCc1cc(N2CCCC(C(=O)NCC)C2)n2ncnc2n1 (stereo unspecified)	4%	0	-2%	/	3%	11%	i	2	-5%
COc1cccc(CNC(=O)C2CCN(S(=O)(=O)N3CCCCC3)CC2)c1	-2%	21	-2%	13%	3%	4%	i	5	5%
CCn1cc(C(=O)N2CC(C)CC(C)C2)c(=O)c2cc(S(=O)(=O)N(C)C)ccc21 (stereo unspecified)	3%	6	2%	2%	2%	8%	i	11	6%
Cc1ccc2cc(C(c3nnnn3CC3CCCO3)N3CCCC4(CCCCC4)C3)c(=O)[nH]c2c1 (stereo unspecified)	-25%	14	-1%	2%	-3%	7%	i	11	-4%	Spn PMK inh pilot replicates=2.0;Spn MK inh pilot replicates=0.0;DPM-DC inhibit pilot screen %=3.5
COC(=O)c1ccc(Cn2c(CN3CCOCC3)nc3ccccc3c2=O)o1	-3%	15	6%	1%	12%	4%	i	0	3%
Cc1cccc(-n2c(SCC(=O)N3CCCC3)nnc2-c2ccccn2)c1C	-5%	16	/	-6%	0%	6%	i	0	/
CC(NC(=O)OC(C)(C)C)C(=O)Oc1ccc2ccc(=O)oc2c1 (stereo unspecified)	-7%	0	8%	/	-10%	7%	/	6	6%
COc1ccc(-c2noc(Cc3ccc(Cl)cc3)n2)cc1OC	-4%	1	-7%	0%	-1%	10%	i	10	-6%
CCOc1ccc(Nc2nc(Cc3nnc(SCC(=O)NCc4ccco4)n3CC)cs2)cc1	5%	9	41%	-2%	-3%	11%	i	0	40%
O=C(c1cccc(F)c1)N1CCN(c2cccc(Cl)c2)CC1	-3%	0	36%	-8%	16%	11%	i	3	27%
CN(C)S(=O)(=O)c1ccc(S(=O)(=O)N(Cc2ccco2)Cc2ccccc2Cl)cc1	1%	5	-12%	/	-2%	3%	i	8	-6%	Spn PMK inh pilot replicates=2.0;Spn MK inh pilot replicates=4.5;DPM-DC inhibit pilot screen %=5.5
O=C(Nc1ccc(Cl)cc1C(=O)NCCN1CCOCC1)c1ccco1	-8%	0	-7%	5%	-9%	2%	i	0	-20%
O=C1CC(c2ccco2)c2ccc3ccccc3c2N1 (stereo unspecified)	2%	6	-9%	10%	2%	6%	i	/	-11%
CCOC(=O)c1cccc(NC(=O)C(NS(=O)(=O)c2ccc3c(c2)CCN3C(C)=O)C(C)C)c1 (stereo unspecified)	-4%	11	-1%	8%	-2%	11%	i	6	4%
O=C(CCN1C(=O)COc2ccccc21)NCc1cccnc1	0%	14	-11%	-3%	6%	8%	i	2	5%
CC(C)CCn1nnnc1C(c1ccc(N(C)C)cc1)N1CCN(C(=O)c2ccco2)CC1 (stereo unspecified)	-10%	10	16%	10%	2%	12%	i	0	19%
COc1ccc(Cl)cc1NC(=O)CSc1nnc(COc2ccccc2)n1N	-6%	0	1%	4%	/	4%	i	0	0%
CCOC(=O)N1CCN(C(=O)c2ccc3c(=O)n(-c4ccc(OC)cc4OC)c(=S)[nH]c3c2)CC1	-6%	11	-5%	-13%	-4%	7%	i	5	1%
CC1(C)OC(=O)C2(Cc3ccccc3N3CCCCC32)C(=O)O1 (stereo unspecified)	1%	13	-15%	/	-16%	5%	i	7	0%
Cc1ccc(C(=O)C2CCN(CC(=O)Nc3ccc4c(c3)OCCO4)CC2)cc1	-7%	16	3%	/	-6%	10%	i	0	-6%
CNC(=O)C1CCCN1S(=O)(=O)c1ccc(OC)cc1 (stereo unspecified)	-1%	4	-2%	1%	2%	1%	i	6	-21%
Cc1nc(SCC(=O)Nc2cc(C)on2)c2c3c(sc2n1)CCCC3	0%	9	20%	/	-3%	6%	i	6	23%	Spn PMK inh pilot replicates=0.0;Spn MK inh pilot replicates=0.0;DPM-DC inhibit pilot screen %=0.0
Cc1cc(Cl)ccc1OCCCC(=O)Nc1cccnc1	-4%	3	12%	/	2%	2%	i	6	22%

The final three records of the part before open the next one.
SMILES	Bfl-1 displacement	Spn PMK inh	HPDE-C7 cytotoxicity	LYP phosphatase	HT1080 cytotoxicity	Alkaline phosphatase	DPM-DC inhibit	Spn MK inh	KRASV12 cytotoxicity	others
CNC(=O)C1CCCN1S(=O)(=O)c1ccc(OC)cc1 (stereo unspecified)	-1%	4	-2%	1%	2%	1%	i	6	-21%
Cc1nc(SCC(=O)Nc2cc(C)on2)c2c3c(sc2n1)CCCC3	0%	9	20%	/	-3%	6%	i	6	23%	Spn PMK inh pilot replicates=0.0;Spn MK inh pilot replicates=0.0;DPM-DC inhibit pilot screen %=0.0
Cc1cc(Cl)ccc1OCCCC(=O)Nc1cccnc1	-4%	3	12%	/	2%	2%	i	6	22%
CCCOc1ccccc1N1C(=O)CC(N2CCOCC2)C1=O (stereo unspecified)	-5%	4	-4%	7%	5%	6%	i	8	-4%
CC(CCO)Nc1nc2c(c(=O)n(C)c(=O)n2C)n1Cc1cccc(Br)c1 (stereo unspecified)	8%	3	2%	10%	8%	4%	i	4	3%
CCOC(=O)c1ccc(Nc2ccc(-c3ccc(OC)c(OC)c3)nn2)cc1	-3%	0	3%	/	5%	4%	i	7	-2%
O=C(c1nsc(Cl)c1Cl)N1CCCCC1	-1%	0	-8%	12%	-4%	4%	i	7	-5%
O=C(CSc1nc2c(c(=O)n1-c1ccc(F)cc1)SCC2)N1CCCC1	-3%	18	-7%	13%	3%	8%	i	0	4%
Cc1noc(C)c1C(=O)OCC(=O)NCCc1ccc(Cl)cc1	7%	14	2%	-3%	-7%	7%	i	0	0%
COc1ccc(C(=O)CN2C(=O)NC3(CCCc4ccccc43)C2=O)cc1OC (stereo unspecified)	1%	16	-5%	18%	17%	11%	i	0	3%	Spn PMK inh pilot replicates=0.0;Spn MK inh pilot replicates=0.0;DPM-DC inhibit pilot screen %=0.0
Cc1ccccc1NS(=O)(=O)c1cc(C(=O)N2CCCC2)ccc1C	1%	8	-5%	9%	2%	10%	i	14	4%	Spn PMK inh pilot replicates=0.0;Spn MK inh pilot replicates=0.0;DPM-DC inhibit pilot screen %=0.5
Cc1nnc(C)n1/N=C/c1cccc(Oc2ccccc2)c1	0%	15	-1%	/	2%	8%	i	0	9%	Spn PMK inh pilot replicates=0.0;Spn MK inh pilot replicates=0.0;DPM-DC inhibit pilot screen %=0.0
COc1ccc(/C(O)=C2/C(=O)C(=O)N(CCCN(C)C)C2c2ccc(Cl)cc2)cc1OC (stereo unspecified)	-3%	0	4%	4%	3%	11%	i	12	6%	Spn PMK inh pilot replicates=5.0;Spn MK inh pilot replicates=4.5;DPM-DC inhibit pilot screen %=7.0
CN1CCN(C(=O)CCCOc2ccc(Cl)cc2Cl)CC1	-4%	9	-4%	/	-15%	4%	i	6	4%
N=c1ccn(Cc2ccc(Cl)cc2)cc1	2%	1	12%	12%	1%	-4%	i	6	17%
CCOc1cccc(-c2nnc3sc(-c4cccs4)nn23)c1	-4%	5	2%	-12%	-8%	11%	i	10	2%

Compound activity as filed in PubChem BioAssay.
